Screening data deposited in PubChem by National Center for Advancing Translational Sciences (NCATS).
Pol kappa inh: inhibitors of human DNA polymerase kappa; Potency, µM (titrated, usually from 107 µM), inactives show top-dose activity, negative = inhibition, hits mostly inhibitors; 0.53% of 400,000 active; Q9UBT6; purified Pol kappa, fluorescent DNA synthesis assay, 10 min; note: % is set by controls: 0 for no effect and ±100 for the full control effect
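Enzyme at 10 nM met test compounds for 15 min at room temperature. Substrate addition (50 nM final) began the reaction, which was monitored by fluorescence at 0 and 10 min.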
JMJD2A Tudor inh: JMJD2A Tudor domain (human) inhibition. O75164. AlphaScreen JMJD2A-Tudor / H3K4me3 peptide binding. Potency, µM (highest dose often 114 µM), for the others: at the top dose activity change, negative = inhibition, usual class: inhibitors. 4.4% of 390,000 active. AID 504339; note: % is set by controls: 0 for no effect and ±100 for the full control effect; nearly all actives have a fitted effect of over 50% in size
BLM helicase inh: Bloom syndrome helicase (human) inhibition; Potency, µM (titrated, usually from 56.1 µM), for the others: at the top dose activity change, negative = inhibition, hits mostly inhibitors; P54132; 0.2% of 350,000 active; AID 2528; recombinant BLM DNA unwinding, fluorescence dequenching;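 note: plate controls were vehicle for no effect and no enzyme for full effect; nearly all actives have a fitted effect of over 35% in size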
POLH inh: blocks human DNA polymerase eta activity; Q9Y253; recombinant Pol eta, fluorescent DNA replication assay; Potency, µM (doses to about 114 µM), without a hit: at the top dose activity change, negative = inhibition, actives largely listed as inhibitors; 1.2% of 390,000 active; AID 588591; note: % is set by controls: 0 for no effect and ±100 for the full control effect
Target sequence (Q9Y253 whole entry, looked up): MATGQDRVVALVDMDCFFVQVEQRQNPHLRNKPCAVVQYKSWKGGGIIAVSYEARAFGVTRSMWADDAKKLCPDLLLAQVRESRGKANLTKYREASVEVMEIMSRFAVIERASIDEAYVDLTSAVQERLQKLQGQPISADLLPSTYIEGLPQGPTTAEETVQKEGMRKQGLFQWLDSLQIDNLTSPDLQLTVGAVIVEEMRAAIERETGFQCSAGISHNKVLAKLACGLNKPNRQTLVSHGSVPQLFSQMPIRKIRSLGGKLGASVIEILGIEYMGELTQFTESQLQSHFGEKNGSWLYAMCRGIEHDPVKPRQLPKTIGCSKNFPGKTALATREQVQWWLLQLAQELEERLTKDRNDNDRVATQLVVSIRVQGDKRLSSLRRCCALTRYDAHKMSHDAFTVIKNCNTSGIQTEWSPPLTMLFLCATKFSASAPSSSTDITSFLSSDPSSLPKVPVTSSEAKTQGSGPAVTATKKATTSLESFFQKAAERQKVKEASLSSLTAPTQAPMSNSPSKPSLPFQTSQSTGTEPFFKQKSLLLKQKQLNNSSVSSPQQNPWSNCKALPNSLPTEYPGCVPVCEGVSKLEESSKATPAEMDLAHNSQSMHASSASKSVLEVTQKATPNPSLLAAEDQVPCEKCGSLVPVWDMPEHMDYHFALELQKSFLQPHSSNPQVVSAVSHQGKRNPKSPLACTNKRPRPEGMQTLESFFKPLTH
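Pol eta (10 nM) was preincubated with compounds for 15 min at room temperature, after which fluorescent replication substrate (50 nM final) was added to start the reaction. Fluorescence was read kinetically at 0 and 10 min.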
APE1 inh: APE1 (human) endonuclease inhibition; 0.35% of 350,000 active; Potency, µM (titrated, usually from 65.8 µM), inactives show top-dose activity change, negative = inhibition, hits mostly inhibitors; recombinant APE1, TAMRA/BHQ-2 abasic DNA cleavage fluorescence;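 note: plate controls were vehicle for no effect and reference inhibitor for full effect; nearly all actives have a fitted effect of over 55% in size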
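Endonuclease cleavage of a quenched abasic-site DNA duplex (50 nM) by APE1 (0.75 nM) was tracked by TAMRA dequenching. Compounds were preincubated with enzyme 15 min at room temperature; data normalized to buffer-only and DMSO wells plus NSC13755 control.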
BAZ2B inh: inhibitors of human BAZ2B bromodomain. AlphaScreen BAZ2B-H3K14Ac peptide displacement. Potency, µM (highest dose often 114 µM), for the others: at the highest dose activity change, negative = inhibition, most hits filed as inhibitors. 4.4% of 360,000 active. AID 504333; note: % is set by controls: 0 for no effect and ±100 for the full control effect; nearly all actives have a fitted effect of over 60% in size
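AlphaScreen luminescence quantifies BAZ2B engagement of H3K14Ac peptide; the protein and biotinylated peptide are both at 50 nM final, buffer PBS pH 7.4 with 0.01% Tween-20, all steps at room temperature.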
G9a inh: inhibitors of human histone lysine methyltransferase G9a. 8.8% of 350,000 active. AID 504332. G9a H3K9 monomethylation, AlphaScreen, 2 h. Potency, µM (top dose mostly 102 µM), inactives show at the top dose activity, negative = inhibition, most hits filed as inhibitors; note: % is set by controls: 0 for no effect and ±100 for the full control effect; nearly all actives have a fitted effect of over 75% in size
Target sequence (Q96KQ7 913-1193 limits assumed): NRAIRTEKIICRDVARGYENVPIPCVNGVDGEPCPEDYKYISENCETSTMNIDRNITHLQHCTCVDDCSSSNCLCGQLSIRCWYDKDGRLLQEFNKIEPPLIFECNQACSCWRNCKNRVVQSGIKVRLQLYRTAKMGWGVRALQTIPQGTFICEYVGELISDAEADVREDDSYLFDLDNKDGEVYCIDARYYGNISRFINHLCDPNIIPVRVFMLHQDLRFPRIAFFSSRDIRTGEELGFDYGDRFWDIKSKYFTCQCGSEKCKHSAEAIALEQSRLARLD
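Quantitative HTS format: methyltransferase activity on a biotin-tagged H3K9 peptide is measured by AlphaScreen, using a rabbit anti-monomethyl-H3K9 antibody with streptavidin donor and anti-IgG acceptor beads. Final levels are 20 nM enzyme, 500 nM peptide, 20 uM SAM; 2 h RT.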
POLI inh: DNA polymerase iota (human) inhibition; Q9UNA4; 1% of 390,000 active; Pol iota fluorescent replication assay, 10 min; AID 588590; Potency, µM (highest dose often 115 µM), for the others: at the highest dose activity, negative = inhibition, most hits filed as inhibitors
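Pol iota at 10 nM preincubated 15 min with compounds at room temperature; reaction started with fluorescent substrate, 50 nM final. Fluorescence read kinetically at 0 and 10 min; buffer-only wells as negative control.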
POLB inh: DNA polymerase beta (human) inhibition | P06746 | Pol beta primer extension/strand displacement, fluorescence kinetic | Potency, µM (titrated, usually from 114 µM), without a hit: at the highest dose activity change, negative = inhibition, usual class: inhibitors | 1.3% of 340,000 active | AID 485314; note: % is set by controls: 0 for no effect and ±100 for the full control effect
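10 nM enzyme + cpd, 15 min RT; start with substrate 50 nM final; read 0 min and after 10 min RT. Corrected, normalized data; 4-parameter Hill curve fit.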
Starred values were filed as active, the others as inactive; ? = inconclusive; / = not tested or not shown; & = joins results of further samples; [ ] = remark or other dose. Calls come from the whole dose curve; as a rule, active = well fitted curve in the direction sought with a large enough effect; inconclusive = small, poorly fitted or top-dose-only effect, or another doubt; inactive = no such curve, though single readings can be large; an effect the other way counts as inactive or inconclusive. Potency is the fitted concentration of half-maximal effect. Not all compounds are listed; the hit share may differ from the screen's.

canonical_smiles,Pol kappa inh,JMJD2A Tudor inh,BLM helicase inh,POLH inh,APE1 inh,BAZ2B inh,G9a inh,POLI inh,POLB inh
CCn1cc(C(=O)OC)c(=O)c2cc(S(=O)(=O)N(C)C3CCCCC3)ccc21,4%,1%,3%,-1%,2%,/,?,-7%,-9%
CCOC(=O)c1cnc(SC)nc1Oc1cccc(NC(=O)c2cccc(Cl)c2Cl)c1,-12%,5%,1%,-7%,-1%,-4%,3%,8%,4%
O=C1Nc2ccccc2C1=NN1CCCCCC1,-7%,?,/,-2%,/,/,/,110%[activator],/
CN(C)S(=O)(=O)c1cc(NC(=O)[C@H](Cc2ccccc2)N2C(=O)c3ccccc3C2=O)ccc1Cl,3%,-31%,-7%,-27%,-11%,-10%,-6%,21%,-2%
O=C(CSCc1ccccc1Cl)NCc1ccc(Cl)c(Cl)c1,-7%[60.1 µM],-12%,-4%,-18%,/,18%,?,4%,0%
Cc1ccc(OCC(=O)Nc2ccc3nn(-c4ccc(Cl)cc4)nc3c2)cc1,-18%,-19%,-8%,13%,/,-4%,2%[59 µM],28%,0%
Cc1ccc(OCc2cc(C(=O)N3CCN(C)C[C@@H]3c3ccccc3)no2)cc1C,-19%,1%,-8%,-14%,-15%,-4%,/,8%,-4%
O=C(OCC(=O)N1CCCC1=O)c1ccc(Cl)cc1[N+](=O)[O-],-6%,-11%,/,-21%,-12%,6%,4%,84%[activator],/
CC(=O)Nc1ccc(NC(=O)CSc2nnc3c4cc(Br)ccc4n(C)c3n2)cc1,-26%,-9%,-3%,2%,/,-7%,3%[59 µM],?,?
COc1ccc(C(=O)CSc2nnc(CN3CCCC3)n2-c2ccc(F)cc2)c(OC)c1,-4%[60.1 µM],-28%,-6%,-14%,-4%,-28%,-22%[59 µM],?,-27%
CCC(C(=O)NCc1ccco1)N(C(=O)CNS(=O)(=O)c1ccc(F)cc1)c1ccccc1F (stereo not given),3%,-6%,-2%,-16%,31%,-6%,-47%,47%[activator],18%
Cc1cccc(C(=O)NCC(c2ccco2)N2CCc3ccccc32)c1 (stereo not given),9%,?,/,-21%,37%,?,-5%[2.33 µM],29%,/

Further results
canonical_smiles,Pol kappa inh,JMJD2A Tudor inh,BLM helicase inh,POLH inh,APE1 inh,BAZ2B inh,G9a inh,POLI inh,POLB inh
CCC(C)(c1ccc(C=O)s1)c1ccc(C=O)s1,5%,-3%,-4%,-9%,12%,12%,3%,19%,19%
Cc1nc(C(C)NC(=O)c2cc(COc3ccc(C)c(C)c3)on2)c(C)s1 (stereo not given),14%,16%,-7%,-18%,-16%,6%,20%,-13%,?
CCN1C(=O)c2cccc3c(S(=O)(=O)NC(Cc4ccccc4)C(=O)O)ccc1c23 (stereo not given),3%,-24%,2%,1%,-5%,7%,1%,-15%,12%
COc1ccc(CNC(=O)C/C(C)=N/NC(=O)C(c2ccccc2)c2ccccc2)cc1,-10%,-17%,-4%,3%,-9%,1%,-6%[59 µM],3%,10%
COc1ccc(C(C)=O)c2c(O)cccc12,-10%,-21%,-7%,-2%,5%,-32%,?,1%,-8%
CC(C)c1ccc(NC(=O)c2cc(S(=O)(=O)N(C)C3CCCCC3)ccc2F)cc1,-1%[60.1 µM],-9%,-9%,?,/,0%,6%[59 µM],0%,-11%
O=C(CSc1nc2ccccc2c(=O)[nH]1)N1CCN(c2ccccc2F)CC1,-4%,-23%,-2%,1%,52%[activator],-22%,8%,2%,-24%
CS(=O)(=O)Nc1nnc(C2CCCC2)s1,-3%,-36%,-7%,-21%,1%,-24%,50µM*,34%[activator],?
O=C(CN1CCN(Cc2cccc(C(F)(F)F)c2)CC1)NCC(=O)Nc1ccc(F)c(F)c1F,-13%,-9%,/,-16%,/,/,/,13%,/
O=C(CSc1ccc2c(c1)OCCO2)Nc1ccc(Cl)cn1,-5%,5%,0%,-3%,-1%,34%,10%[59 µM],10%,-18%
CC(=O)c1ccc(NC(=O)Cn2c(=O)cc(C)c3c(C)nn(-c4cccc(F)c4)c32)cc1,-3%,-15%,1%,-1%,/,-2%,16%[59 µM],10%,9%
O=C(Nc1ccc2c(c1)CCCN2C(=O)c1cccs1)c1ccccc1C(F)(F)F,-9%[60.1 µM],-10%,-8%,-3%,/,-17%,-3%[12.7 µM],-11%,-7%

Another view of 2 compounds above:
Values run as follows: Pol kappa inh | JMJD2A Tudor inh | BLM helicase inh | POLH inh | APE1 inh | BAZ2B inh | G9a inh | POLI inh | POLB inh
CC(C)c1ccc(NC(=O)c2cc(S(=O)(=O)N(C)C3CCCCC3)ccc2F)cc1
    -1%[60.1 µM] | -9% | -9% | ? | / | 0% | 6%[59 µM] | 0% | -11%
O=C(CSc1nc2ccccc2c(=O)[nH]1)N1CCN(c2ccccc2F)CC1
    -4% | -23% | -2% | 1% | 52%[activator] | -22% | 8% | 2% | -24%

Continuation.
canonical_smiles,Pol kappa inh,JMJD2A Tudor inh,BLM helicase inh,POLH inh,APE1 inh,BAZ2B inh,G9a inh,POLI inh,POLB inh
CC(C)Cn1c(N)c(C(=O)COC(=O)c2cc(C3CC3)nc3ccccc23)c(=O)n(C)c1=O,-20%,-18%,-13%&-11%,-12%,-10%&-6%,?,?,13%,19%
CCOc1cccc(-c2nnc(SCC(=O)NC3CC3)n2C)c1,-4%,-3%,-5%,-16%,33%,-14%,-2%,44%[activator],-1%
COc1cc2c(cc1NC(=O)COC(=O)/C=C/c1ccc([N+](=O)[O-])cc1)oc1ccccc12,-7%,-18%,-1%,1%,-6%,-5%,10%[12.7 µM],-9%,-2%
Cc1ccc(SCCNS(=O)(=O)c2ccc3c(c2)OCCO3)cc1,-11%,9%,-12%,7%,0%,7%,-4%[59 µM],10%,-4%
COC(=O)c1ccc2c(c1O)C(=O)c1ccccc1C2=O,-8%,?,-5%,-8%,-6%,?,13µM*,?,-3%
COCc1nnc(NS(=O)(=O)c2ccc(OC)cc2)s1,-6%,-8%,/,0%,/,/,/,-5%,/
CCN(C[C@H]1N[C@@](C)(C(=O)OC)[C@H]2C(=O)N(Cc3ccccc3)C(=O)[C@@H]12)C(=O)Nc1ccc(C)cc1,-15%,-17%,/,-8%,-2%,/,/,-9%,/
O=C(Cc1csc(-c2ccccc2)n1)NCC(=O)Nc1ccc(F)c(F)c1F,2%,-8%,/,-5%,20%,/,/,29%,/
COCCNC(=S)N1CCC(NC(=O)c2ccco2)CC1,-6%,-14%,-2%,-9%,-4%,10%,-5%,15%,14%
COC(=O)CSc1nc(C)c(Oc2ccccc2)c(=O)[nH]1,-2%,3%,0%,-14%,3%,-1%,-9%,-16%,-5%
CN(c1ccccc1)S(=O)(=O)c1cccc(C(=O)Nc2cccc(C(=O)NC3CC3)c2)c1,-6%,-24%,/,-17%,-8%,13%,5%,15%,/
COc1cc(S(=O)(=O)Nc2ccccc2C)ccc1NC(=O)c1ccncc1,-8%,-10%[57.1 µM],-6%,-21%,1%,-3%,-9%,65%[activator],11%

(listing goes on)
canonical_smiles,Pol kappa inh,JMJD2A Tudor inh,BLM helicase inh,POLH inh,APE1 inh,BAZ2B inh,G9a inh,POLI inh,POLB inh
CCOc1cc(CNc2ccc3[nH]c(=O)[nH]c3c2)ccc1OCC(=O)NC(C)(C)C,-19%,-31%,-15%,-15%,-7%,-5%,5µM*,25%,?
C=COCCn1c(=N)n(CCC)c2ccccc21,-15%,0%,-6%,-21%,1%,3%,5%,19%,0%
CCOc1cc(CNC(=O)c2ccc(C)c(NC(=O)c3nsc4ccccc34)c2)ccc1OC,-3%[60.1 µM],-1%,-4%,-16%,/,3%,-29%[59 µM],-3%,-27%
Cc1cccc(N=C2NC(=O)S/C2=C\c2ccco2)c1,79µM*,40µM*,-21%,?,?,?,22µM*,35µM*,?
CC(C)COc1ccc(C(=O)Nc2cc3nn(-c4ccccc4)nc3cc2Cl)cc1,-4%,0%,5%,-13%,/,-11%,-4%[59 µM],-5%,11%
COc1ccc(CCNC(=O)c2nnn(CC(=O)Nc3ccc(C)cc3C)c2N)cc1OC,-42%,-29%,-16%,?,67%[activator],79µM*,-10%[59 µM],35µM*,0.56µM*
CCCc1nnc(NC(=O)C(=O)NCCN(C)C)s1,-6%,-13%,-3%,-5%,0%,?,-119%[59 µM],0%,-18%
N#Cc1nc(-c2ccco2)oc1NCCc1ccccc1,11%,-26%,-3%,-12%,-8%,?,?,-9%,-12%
c1ccc(-n2nnnc2-c2cnc(-c3cccnc3)nc2-c2cccs2)cc1,-5%,-33%,-1%,-16%,14%,-6%,-19%[59 µM],9%,13%
CCOC(=O)c1cc2c(=O)n3cccc(C)c3nc2n(C)c1=N,/,/,1%,/,8%,-4%,-12%,/,79µM*
COc1ccc(N2C(=O)NC3CC2(C)Oc2ccccc23)cc1OC (stereo not given),-6%,-5%,-2%,-5%,4%,2%,26%[0.0925 µM],8%,10%
Cc1ccc(C)c(NC(=O)CSc2nnc(CNC(=O)c3ccco3)o2)c1,2%,-6%,-2%,2%,0%,-16%,-7%[0.501 µM],18%,15%

Other compounds:
canonical_smiles,Pol kappa inh,JMJD2A Tudor inh,BLM helicase inh,POLH inh,APE1 inh,BAZ2B inh,G9a inh,POLI inh,POLB inh
Cc1ccc(NS(=O)(=O)c2ccccc2F)cc1S(=O)(=O)N1CCCCC1,0%,-8%,/,-16%,3%,5%,22%[2.33 µM],18%,/
CN(Cc1ccccc1)C(=O)COC(=O)C1=NNC(=O)CC1,-3%,-13%,0%,-9%,3%,2%,?,34%,0%
COc1ccc2c(c1)c1c(c(=O)n(-c3cc(Cl)ccc3C)c(=O)n1CC(=O)N1CCCC1)n2C,-2%,-2%,1%,-11%,/,-3%,?,51%[activator],8%
Cc1ccc(S(=O)(=O)NCCOc2nc(N(C)C)nc(N3CCOCC3)n2)cc1,13%,3%,-5%,-17%,-1%,-3%,-10%[12.7 µM],-13%,0%
COc1ccc(-n2nc3cc(C)c(NC(=O)Cc4ccc(Cl)cc4)cc3n2)cc1,-10%,1%,-2%,-20%,/,-1%,0%[59 µM],24%,12%
Cc1cccc(C)c1NC(=O)CN(C)C(=O)C1CCCCC1,7%,-14%,/,-10%,-3%,3%,12%[12.7 µM],11%,/
